Keap1-Nrf2 PPI – Keap1-Nrf2 (human) interaction inhibition. Keap1 Kelch-Nrf2 peptide fluorescence polarization, 1536-well. AID 504523. inhibition, % at 9.4 µM. Q14145. actives 0.15% (n = 340,000); in the data active = inhibition above about 12%;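 note: human Keap1 Kelch domain with fluorescein labeled Nrf2 9mer peptide probe; 0% = neutral control wells and 100% = peptide positive control; higher means more block of Keap1 binding to Nrf2 peptide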
Wnt bcat act – Wnt/beta-catenin pathway activation; Wnt/beta-catenin reporter cell assay, activator, plate reader; activation, % at 9.35 µM; actives 1.2% (n = 300,000); AID 743398; in the data active = activation above about 30%, passing the limit was not always enough;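 note: 0% = neutral control wells and 100% = positive control wells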
Cardiac RTF inh – cardiac RTF calcium desensitization. P19429+P45379. IANBD-labeled cardiac RTF, Ca2+ fluorescence. inhibition, % at 7.15 µM. actives 0.12% (n = 340,000). AID 493244;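 active = inhibition above the mean inhibition of all tested compounds plus 3 SD, cut at about 17% in these data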;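 note: assay run at fixed EC70 calcium of 1.6 mM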
OPRM1-OPRD1 inv – inverse agonist of human OPRM1-OPRD1 heterodimerization; cell-based MOR-DOR heterodimer luminescence, inverse agonism; inhibition, % at 9.3 µM; actives 0.21% (n = 340,000); AID 504357; in the data active = inhibition above about 22%, passing the limit was not always enough;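 note: 0% = cells with DMSO and 100% = wells without cells with DMSO; values of inactives mirror those of a sister screen read the other way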
DSG3 Ab inh – inhibitors of pemphigus antibody binding to human desmoglein-3 | actives 0.48% (n = 310,000) | DSG3-coupled beads, scFv-anti-DSG3-GFP binding, flow cytometry; active compounds read low | binding (percent of control), % at 10 µM | P32926 | AID 588358;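 active = binding more than 3 SD below its plate's average and above zero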;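 note: hits lower antibody fragment binding to DSG3; some compounds called inactive have numbers as strong as hits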
Target sequence (P32926 whole entry, looked up, the tested form may be a part): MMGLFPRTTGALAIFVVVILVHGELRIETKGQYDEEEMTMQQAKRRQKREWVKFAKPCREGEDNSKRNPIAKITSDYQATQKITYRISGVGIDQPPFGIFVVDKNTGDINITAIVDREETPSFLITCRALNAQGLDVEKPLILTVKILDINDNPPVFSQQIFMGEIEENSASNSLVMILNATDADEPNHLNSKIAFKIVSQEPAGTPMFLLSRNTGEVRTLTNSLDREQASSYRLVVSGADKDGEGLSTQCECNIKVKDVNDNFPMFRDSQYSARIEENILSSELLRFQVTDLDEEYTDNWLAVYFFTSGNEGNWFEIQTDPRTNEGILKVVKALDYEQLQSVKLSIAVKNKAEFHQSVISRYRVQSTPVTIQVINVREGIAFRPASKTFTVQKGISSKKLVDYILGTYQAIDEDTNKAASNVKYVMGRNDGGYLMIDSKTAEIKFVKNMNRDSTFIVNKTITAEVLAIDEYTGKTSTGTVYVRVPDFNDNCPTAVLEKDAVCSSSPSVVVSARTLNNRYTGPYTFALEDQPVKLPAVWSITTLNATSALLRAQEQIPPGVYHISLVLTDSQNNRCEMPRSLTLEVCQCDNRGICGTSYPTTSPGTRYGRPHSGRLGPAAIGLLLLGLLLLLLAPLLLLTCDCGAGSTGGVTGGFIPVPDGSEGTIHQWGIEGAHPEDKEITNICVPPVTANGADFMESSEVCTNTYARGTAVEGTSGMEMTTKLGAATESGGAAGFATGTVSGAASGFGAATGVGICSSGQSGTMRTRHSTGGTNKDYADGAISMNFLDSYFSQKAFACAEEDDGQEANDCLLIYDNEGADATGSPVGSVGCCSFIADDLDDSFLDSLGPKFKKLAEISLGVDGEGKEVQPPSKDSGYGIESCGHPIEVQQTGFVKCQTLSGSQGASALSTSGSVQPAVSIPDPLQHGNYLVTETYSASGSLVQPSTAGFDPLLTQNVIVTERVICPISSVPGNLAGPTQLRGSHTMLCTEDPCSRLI
MOR-DOR ag – OPRM1-OPRD1 heterodimerization agonism; actives 0.3% (n = 340,000); P35372+P41143; cells, luminescence; activation, % at 9.3 µM; AID 504326; in the data active = activation above about 18%;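 note: 0% = vehicle-treated cells and 100% = reference agonist; values of inactives mirror those of a sister screen read the other way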
Arrestin-AP2 inh – human beta-arrestin and AP2 interaction inhibition. actives 0.31% (n = 340,000). inhibition, % at 10 µM. FITC-arrestin peptide / GST-AP2 beads, flow cytometry; AP2 beta2 appendage carries R879A mutation;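 active = inhibition above a set limit, near 3 SD of compounds lacking own fluorescence, cut at about 54% in these data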;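 note: plate controls were DMSO wells for no effect and 5 µM unlabelled arrestin peptide for full effect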
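Measured by: flow cytometry, FL1 (488/535 nm); Material: AP2 appendage R879A on GSH beads; Evaluation: percent response; Timing: pre-incubation 12 min, peptide binding 1 h, room temperature; Also added: 50 nM FITC-arrestin peptide; Medium: PBS with 0.05% Tween 20 and 0.1% BSA.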
cardiac RTF act – increases calcium sensitivity of human cardiac regulated thin filaments; actives 0.24% (n = 340,000); activation, % at 7.2 µM; P19429+P45379; IANBD-labeled TnC RTF fluorescence at EC20 calcium; 0% EC20 calcium, 100% full calcium;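 active = activation above the mean over all tested compounds plus 3 SD, cut at about 30% in these data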;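 note: rise in fluorescence read as greater calcium sensitivity of cardiac thin filaments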
V-ATPase pHluor – regulators of yeast V-ATPase proton transport | S. cerevisiae, pHLuorin cytosolic pH fluorescence | response, % at 10 µM | actives 0.37% (n = 350,000) | AID 504577; in the data active = response mostly above about 7.3%, no sharp cut-off; inactive = mostly below about 5.4%; note: actives read high; inactives centre near 0; some compounds called inactive have numbers as strong as hits; reference of the scale not given here
C-LANA FP – inhibitors of KSHV LANA C-terminal domain DNA binding; inhibition, % at 9 µM; actives 0.078% (n = 340,000); MBP-C-LANA/FAM-LBS DNA binding, fluorescence polarization;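 active = highest replicate inhibition at or above 60% at 9 µM, even if other replicates fall short; inactive = all replicates below 60% inhibition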;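 note: 0% = neutral control wells and 100% = 4 µM acridine orange control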
The depositor's hits bear a star.

Results for CCN(Cc1ccccc1)C(=O)c1c(-c2ccccc2Cl)noc1C ?
Keap1-Nrf2 PPI: -2; Wnt bcat act: 0; Cardiac RTF inh: -4; OPRM1-OPRD1 inv: 21; DSG3 Ab inh: 103; MOR-DOR ag: -4.5; Arrestin-AP2 inh: -5; cardiac RTF act: -5; V-ATPase pHluor: -1; C-LANA FP: 1.1

What do the screens show for `O=C(CNC(=O)c1ccccc1Br)N/N=C/c1cc(Br)ccc1O`?
Keap1-Nrf2 PPI: -3; Wnt bcat act: -5; Cardiac RTF inh: -7; OPRM1-OPRD1 inv: 6; DSG3 Ab inh: 100; MOR-DOR ag: -1.1; Arrestin-AP2 inh: 7; cardiac RTF act: 2; V-ATPase pHluor: -7; C-LANA FP: 2.0

Results for O=C1OC(c2ccccc2)=C/C1=C/N1CCOCC1 ?
Keap1-Nrf2 PPI: -1; Wnt bcat act: -4; Cardiac RTF inh: -7; OPRM1-OPRD1 inv: 6; DSG3 Ab inh: 123; MOR-DOR ag: -1.4; Arrestin-AP2 inh: 31; cardiac RTF act: 0; V-ATPase pHluor: 1; C-LANA FP: -2.6

How did CC1SC(C)C(=O)N(CC(=O)Nc2ccc3c(c2)OCO3)C1=O (centres undefined) do in these assays?
Keap1-Nrf2 PPI: -6; Cardiac RTF inh: 7; OPRM1-OPRD1 inv: 11; DSG3 Ab inh: 106; MOR-DOR ag: -2.3; Arrestin-AP2 inh: -8; cardiac RTF act: 3; V-ATPase pHluor: -2; C-LANA FP: 0.1

Results for OCCNc1nc(Nc2cc(Cl)ccc2OC2CCCC2)nc(N2CCCC2)n1 ?
Keap1-Nrf2 PPI: 5; Wnt bcat act: 1; Cardiac RTF inh: 4; OPRM1-OPRD1 inv: 6; DSG3 Ab inh: 103; MOR-DOR ag: -1.0; Arrestin-AP2 inh: 3; cardiac RTF act: 2; V-ATPase pHluor: 5; C-LANA FP: -0.5

Results for CC1CC(=O)N(C)c2cc([N+](=O)[O-])ccc2N1 (centres undefined) ?
Keap1-Nrf2 PPI: -4; Wnt bcat act: -1; Cardiac RTF inh: -1; OPRM1-OPRD1 inv: 12; DSG3 Ab inh: 117; MOR-DOR ag: -2.4; Arrestin-AP2 inh: 10; cardiac RTF act: 9; V-ATPase pHluor: 3; C-LANA FP: -1.4

What do the screens show for `Cc1ccc(NC(=O)C2CC(=O)N(c3ccc4c5c(cccc35)CC4)C2)cc1` (centres undefined)?
Keap1-Nrf2 PPI: -6; Wnt bcat act: -3; Cardiac RTF inh: 8; OPRM1-OPRD1 inv: 2; MOR-DOR ag: -0.3; Arrestin-AP2 inh: 8; cardiac RTF act: 3; V-ATPase pHluor: 5; C-LANA FP: 1.2

How did COc1cccc(OC)c1C(=O)OCc1c(-c2ccccc2)ncc2ccccc12 do in these assays?
Keap1-Nrf2 PPI: -5; Wnt bcat act: -9; Cardiac RTF inh: -12; OPRM1-OPRD1 inv: 6; DSG3 Ab inh: 97; MOR-DOR ag: -1.0; Arrestin-AP2 inh: 5; cardiac RTF act: -14; V-ATPase pHluor: -6; C-LANA FP: 1.2

What do the screens show for `CCN(Cc1ccncc1)C(=O)c1cccc(S(=O)(=O)N2CCOCC2)c1`?
Keap1-Nrf2 PPI: 0; Cardiac RTF inh: 4; OPRM1-OPRD1 inv: 5; DSG3 Ab inh: 108; MOR-DOR ag: -0.9; Arrestin-AP2 inh: 16; cardiac RTF act: 4; V-ATPase pHluor: 0; C-LANA FP: -0.8

How did COc1cc(C2SCC(=O)N2Cc2ccccc2)cc(OC)c1OC (centres undefined) do in these assays?
Keap1-Nrf2 PPI: -5; Wnt bcat act: -1; Cardiac RTF inh: -8; OPRM1-OPRD1 inv: 6; DSG3 Ab inh: 98; MOR-DOR ag: -1.1; Arrestin-AP2 inh: 10; cardiac RTF act: -7; V-ATPase pHluor: 7; C-LANA FP: -0.5

Results for CN(C)c1ccc(C(=O)Nc2ccc(S(=O)(=O)Nc3nccs3)cc2)cc1 ?
Keap1-Nrf2 PPI: 4; Wnt bcat act: -1; Cardiac RTF inh: -4; OPRM1-OPRD1 inv: 10; MOR-DOR ag: -1.9; Arrestin-AP2 inh: 28; cardiac RTF act: -5; V-ATPase pHluor: 2; C-LANA FP: 0.2

Results for COc1ccc(N2CC(C(=O)Nc3ccccc3C(=O)NC3CC3)CC2=O)cc1 (centres undefined) ?
Keap1-Nrf2 PPI: -4; Wnt bcat act: -1; Cardiac RTF inh: -37; OPRM1-OPRD1 inv: 1; DSG3 Ab inh: 124; MOR-DOR ag: -0.1; Arrestin-AP2 inh: -2; cardiac RTF act: 3; V-ATPase pHluor: -2; C-LANA FP: 1.2

What do the screens show for `COc1ccc(-c2csc(NC(=O)c3ccccc3NS(=O)(=O)c3ccc(C)cc3)n2)cc1`?
Keap1-Nrf2 PPI: -5; Wnt bcat act: 2; Cardiac RTF inh: 6; OPRM1-OPRD1 inv: -11; DSG3 Ab inh: 100; MOR-DOR ag: 1.8; Arrestin-AP2 inh: -1; cardiac RTF act: -6; V-ATPase pHluor: -7; C-LANA FP: 0.0

Results for Oc1c(Br)cc(Br)c(/C=N/n2c(-c3ccccc3)n[nH]c2=S)c1Br ?
Keap1-Nrf2 PPI: 2; Wnt bcat act: -2; Cardiac RTF inh: 13; OPRM1-OPRD1 inv: 12; DSG3 Ab inh: 121; MOR-DOR ag: -2.5; Arrestin-AP2 inh: 29; cardiac RTF act: -6; V-ATPase pHluor: 3; C-LANA FP: 3.3

What do the screens show for `CCc1nc2ccccc2n1CCc1ccccc1`?
Keap1-Nrf2 PPI: 0; Wnt bcat act: -1; Cardiac RTF inh: 5; OPRM1-OPRD1 inv: 18; DSG3 Ab inh: 102; MOR-DOR ag: -3.7; Arrestin-AP2 inh: 30; cardiac RTF act: -5; V-ATPase pHluor: -4; C-LANA FP: -0.3

How did CCCOC(=O)c1cc(-c2ccc(C=O)o2)ccc1Cl do in these assays?
Keap1-Nrf2 PPI: -2; Wnt bcat act: 2; Cardiac RTF inh: 1; OPRM1-OPRD1 inv: -12; DSG3 Ab inh: 103; MOR-DOR ag: 2.7; Arrestin-AP2 inh: 33; cardiac RTF act: 0; V-ATPase pHluor: 4; C-LANA FP: -6.7

How did CCc1ccc(CN(C)CCc2ccccn2)cc1 do in these assays?
Keap1-Nrf2 PPI: -2; Wnt bcat act: 4; Cardiac RTF inh: -11; OPRM1-OPRD1 inv: 2; MOR-DOR ag: -0.4; Arrestin-AP2 inh: 6; cardiac RTF act: 5; V-ATPase pHluor: 1; C-LANA FP: 1.1

How did COc1cccc(C(=O)Nc2nnc(C3CCCO3)s2)c1 (centres undefined) do in these assays?
Keap1-Nrf2 PPI: 0; Cardiac RTF inh: -15; OPRM1-OPRD1 inv: 10; DSG3 Ab inh: 75; MOR-DOR ag: -1.8; Arrestin-AP2 inh: 20; cardiac RTF act: 5; V-ATPase pHluor: -2; C-LANA FP: 0.0

Results for C=CCN(c1ccccc1)S(=O)(=O)c1cccc(C(=O)Nc2cc(C)ccn2)c1 ?
Keap1-Nrf2 PPI: -3; Wnt bcat act: 14; Cardiac RTF inh: 6; OPRM1-OPRD1 inv: -11; DSG3 Ab inh: 104; MOR-DOR ag: 1.6; Arrestin-AP2 inh: -4; cardiac RTF act: 0; V-ATPase pHluor: 3; C-LANA FP: -10

Results for C/C=C(\C)C(=O)Nc1cccc(C2=NOC3(C2)C[C@@H](C(N)=O)N(C(=O)c2ccccc2C(=O)c2ccccc2)C3)c1 (some centres undefined) ?
Keap1-Nrf2 PPI: 2; Wnt bcat act: -7; Cardiac RTF inh: -7; OPRM1-OPRD1 inv: 3; DSG3 Ab inh: 97; MOR-DOR ag: -0.6; Arrestin-AP2 inh: -6; cardiac RTF act: 9; V-ATPase pHluor: 6; C-LANA FP: 1.5

Results for Cc1ccc(P(=O)(O)c2ccc(C)cc2)cc1 ?
Keap1-Nrf2 PPI: 1; Cardiac RTF inh: 2; OPRM1-OPRD1 inv: 14; DSG3 Ab inh: 106; MOR-DOR ag: -3.2; Arrestin-AP2 inh: 28; cardiac RTF act: -7; V-ATPase pHluor: 1; C-LANA FP: 0.9

How did CC(=O)Nc1ccc(/C=N/NC(=O)CNS(=O)(=O)c2ccccc2)cc1 do in these assays?
Keap1-Nrf2 PPI: 2; Wnt bcat act: 0; Cardiac RTF inh: 0; OPRM1-OPRD1 inv: 4; DSG3 Ab inh: 89; MOR-DOR ag: -0.6; Arrestin-AP2 inh: -3; cardiac RTF act: 0; V-ATPase pHluor: 4; C-LANA FP: -0.6

What do the screens show for `COc1ccc(S(=O)(=O)N2CCN(c3ccc(F)cc3)CC2)cc1OC`?
Keap1-Nrf2 PPI: 3; Wnt bcat act: -2; Cardiac RTF inh: -3; OPRM1-OPRD1 inv: 8; DSG3 Ab inh: 105; MOR-DOR ag: -1.7; Arrestin-AP2 inh: 6; cardiac RTF act: -3; V-ATPase pHluor: 3; C-LANA FP: 0.3

Results for CCn1c2ccccc2c2nc3cc(C(=O)O)ccc3nc21 ?
Keap1-Nrf2 PPI: -5; Wnt bcat act: 21; Cardiac RTF inh: 13; OPRM1-OPRD1 inv: -12; DSG3 Ab inh: 104; MOR-DOR ag: 1.7; Arrestin-AP2 inh: 15; cardiac RTF act: -6; C-LANA FP: 1.2

Results for CCC(C)(C)NC(=O)C(c1ccc(OC)cc1)N(C(=O)CCC(=O)Nc1cc(C)on1)c1ccc2c(c1)OCCO2 (centres undefined) ?
Keap1-Nrf2 PPI: -1; Wnt bcat act: -2; Cardiac RTF inh: -3; OPRM1-OPRD1 inv: 17; DSG3 Ab inh: 98; MOR-DOR ag: -2.7; Arrestin-AP2 inh: -8; cardiac RTF act: -6; V-ATPase pHluor: 4; C-LANA FP: 1.7

Results for CCc1cc2c(N3CCCCC3)ncnc2s1 ?
Keap1-Nrf2 PPI: -3; Wnt bcat act: -1; Cardiac RTF inh: -11; OPRM1-OPRD1 inv: 7; DSG3 Ab inh: 114; MOR-DOR ag: -1.6; Arrestin-AP2 inh: -4; cardiac RTF act: -2; V-ATPase pHluor: 2; C-LANA FP: 2.4

Results for Cc1noc(C)c1CSc1ncnc2ccccc12 ?
Keap1-Nrf2 PPI: 2; Wnt bcat act: -2; Cardiac RTF inh: -6; OPRM1-OPRD1 inv: -7; DSG3 Ab inh: 105; MOR-DOR ag: 1.3; Arrestin-AP2 inh: 2; cardiac RTF act: 8; V-ATPase pHluor: 2; C-LANA FP: -0.3

Results for COc1ccccc1CNCC(O)(c1ccc(F)cc1)c1ccc(F)cc1 ?
Keap1-Nrf2 PPI: -6; Wnt bcat act: 1; Cardiac RTF inh: -9; OPRM1-OPRD1 inv: -38; DSG3 Ab inh: 102; MOR-DOR ag: 7.6; Arrestin-AP2 inh: -3; cardiac RTF act: 4; V-ATPase pHluor: 2; C-LANA FP: 1.7

Results for CC(=O)c1ccccc1NS(=O)(=O)c1ccccc1Cl ?
Keap1-Nrf2 PPI: 4; Wnt bcat act: -2; Cardiac RTF inh: -6; OPRM1-OPRD1 inv: 7; DSG3 Ab inh: 84; MOR-DOR ag: -1.1; Arrestin-AP2 inh: -2; cardiac RTF act: -3; V-ATPase pHluor: 1; C-LANA FP: 1.3

High-throughput results (PubChem)
